RNase H inhibition – RNase H inhibition, HIV 1 Gag Pol polyprotein, FRET biochemical assay, screening (AID 372); hit rate 0.77% among 100,000; inhibition, % at 10 µM; hits with a dose series show IC50 in µM; HIV-1 RT RNase H, FRET RNA/DNA substrate fluorescence; higher % means a stronger effect; in the data active = inhibition above about 50%
* hit, by the source's call. The list is partial. The share of hits here may be higher or lower than overall.

SMILES | RNase H inhibition
COc1cc(C(=O)Nc2cc(Cl)ccc2C)cc(OC)c1OC | 23.0%
COC(=O)c1cc(NC(=O)c2ccc(I)cc2)cc(C(=O)OC)c1 | 16.0%
CCOc1ccc(C(=O)Nc2cc(Cl)c(Cl)cc2Cl)cc1OCC | 18.0%
O=C(Nc1ncccn1)c1ccc([N+](=O)[O-])o1 | 6.0%
CCOC(=O)C1CCCN(C2CC(=O)N(c3ccc(C)cc3)C2=O)C1 (stereo not drawn) | 5.0%
CCc1cc2c(C)cc(=O)oc2cc1OCC(=O)Nc1cccc(C)c1 | 0.0%
CC(C)(C)c1ccc(C(=O)N/N=C/C2CC=CCC2)cc1 (stereo not drawn) | 11.0%
Cc1cccc(N2CCN(C(=S)c3ccc(N(C)C)cc3)CC2)c1 | 18.0%
COc1cc(Br)cc(/C=N/NC(=O)c2cc(-c3ccccc3)n[nH]2)c1O | 0.0%
COc1ccc(S(=O)(=O)Oc2ccc3ccccc3c2)cc1 | 21.0%
Cc1cc(C)cc(N2C(=O)NC(=O)/C(=C\c3ccc(N4CCOCC4)o3)C2=O)c1 | 17.0%
O=C(O)CN1C(=O)/C(=C\c2ccc(-c3ccc(Br)cc3)o2)SC1=S | 41.0%
O=C(Nc1ccncc1)c1ccccc1Oc1ccccc1 | 8.0%
Cc1cc2nc(-c3ccc(NC(=O)/C=C/c4ccco4)cc3)oc2cc1C | 57.0%*
Cc1cccc(N2C(=O)/C(=C/C=C/c3ccccc3)SC2=S)c1C | 18.0%
COc1cccc2cc(-c3nnc(Nc4cccc(Cl)c4)s3)c(=O)oc12 | 12.0%
CCOc1ccccc1NC(=O)c1cc([N+](=O)[O-])ccc1N1CCN(C)CC1 | 1.0%
N#Cc1ccccc1OCC(=O)N/N=C/C=C/c1ccc([N+](=O)[O-])cc1 | 2.0%
c1ccc(-c2onc3ccc4c5ccccc5oc4c23)cc1 | 8.0%
COCCNC(=O)c1nn2c(C(F)(F)F)cc(-c3ccc(Cl)cc3)nc2c1Cl | 1.0%
COc1ccc(C(=O)Nc2ccc(I)cc2Cl)cc1OC | 8.0%
O=C(NC1CCCCCC1)C1CCN(Cc2ccc(Cl)cc2)CC1 | 5.0%
O=C(NN=C1CCCC1)C(=O)Nc1ccc(Cl)c(Cl)c1 | 2.0%
O=C(NN1C(=O)C2C(C1=O)C1C=CC2C12CC2)c1ccncc1 (stereo not drawn) | 3.0%
COc1ccc([N+](=O)[O-])cc1N=Nc1c(C)[nH]n(-c2nc(-c3cccc([N+](=O)[O-])c3)cs2)c1=O | 2.0%
COC(=O)c1c(NC(=O)CCCC(=O)O)sc2c1CCC(C)C2 (stereo not drawn) | 1.0%
COc1ccc(/C=C2/SC(=S)N(c3cccc(C(F)(F)F)c3)C2=O)cc1 | 12.0%
CC(C)c1ccc(/C=N/n2cnnc2)cc1 | 4.0%
Oc1ccc(C(=S)N2CCOCC2)cc1 | 13.0%
CC1=NN(c2ccc(S(N)(=O)=O)cc2)C(=O)/C1=C\c1ccc(C)cc1 | 15.0%
CCOC(=O)N1CCN(CC(O)COc2ccc3ccccc3c2)CC1 (stereo not drawn) | 0.0%
CN1C(=O)C2(OCCO2)c2cc([N+](=O)[O-])ccc21 | 6.0%
CCOC(=O)c1c2c(n(C)c1CNC(C)C)C(=O)C(=O)c1ccc(Br)cc1-2 | 11.0%
COc1ccccc1C(=O)NC(=S)Nc1cccc(-c2nc3cc(C)ccc3o2)c1 | 10.0%
O=C(NC1CCCCCC1)c1cc([N+](=O)[O-])cc([N+](=O)[O-])c1 | 0.0%
COc1ccc(NC(=O)Nc2nnc(Cc3ccc(F)cc3)s2)cc1 | 1.0%
COC(=O)c1cccc(S(=O)(=O)Nc2ccc(C(=O)O)cc2)c1 | 0.0%
O=c1c(C=NCc2cccs2)c(C(F)(F)F)[nH]n1-c1nc2ccccc2s1 | 2.0%
N#CC(C#N)=Cc1cn(-c2ccccc2)nc1-c1ccccc1 | 3.0%
CCOc1ccc(N2C(=O)/C(=C/c3ccc(-c4ccccc4C(=O)O)o3)C(=O)NC2=S)cc1 | 15.0%
O=C(Nc1ccccc1C(=O)Nc1ccccc1)c1ccccc1F | 3.0%
Cc1ccc(-n2c(C)cc(/C=C(\C#N)C(=O)Nc3ccc(F)cc3)c2C)c(C)c1 | 14.0%
COc1cc(C2C(C(=O)OCc3ccccc3)=C(C)NC3=C2C(=O)CC(C)(C)C3)ccc1OC(C)=O (stereo not drawn) | 0.0%
COc1cc(C(=O)Nc2ccccc2C(=O)Nc2ccccc2)cc(OC)c1OC | 6.0%
COC(=O)c1ccc(/C=C(/C#N)C(=O)Nc2ccc(O)cc2)cc1 | 14.0%
O=C1NC(=O)C(=Cc2cc(Br)c(Sc3ccc(Cl)cc3)o2)C(=O)N1 | 25.0%
COc1cc(C=O)cc(Br)c1OCc1cccc2ccccc12 | 3.0%
N#C/C(=C\c1cc(Br)ccc1OCc1ccccc1)c1nc2ccccc2[nH]1 | 16.0%
CC(=O)Nc1ccc(NS(=O)(=O)c2ccc(C)cc2C)cc1 | 2.0%
CCOc1ccc(N(CC(=O)Nc2ccccc2Br)S(C)(=O)=O)cc1 | 9.0%
CCOC(=O)c1c(C)n(C)c2c1cc(O)c1ccccc12 | 9.0%
NC(=O)CSc1nc2ccc(Br)cc2[nH]1 | 14.0%
CC(C)=NNC(=O)C(C)Oc1ccc(Cl)cc1 (stereo not drawn) | 2.0%
COc1ccc(Br)cc1C(=O)Nc1cccc(NC(=O)c2ccco2)c1 | 7.0%
O=C(CCN1C(=O)/C(=C\c2ccccc2Cl)SC1=S)Nc1ccc(Cl)cc1Cl | 14.0%
CCCC(=O)NC(c1ccc([N+](=O)[O-])cc1)c1c(O)ccc2ccccc12 (stereo not drawn) | 3.0%
C#Cc1cccc(N2C(=O)c3ccc(Oc4cccc([N+](=O)[O-])c4)cc3C2=O)c1 | 9.0%
CCOC(=O)c1c(NC(=O)c2ccncc2)sc2c1CCC2 | 34.0%
CN(C)S(=O)(=O)c1cc(S(=O)(=O)N(C)C)c2cccc3c2c1NC3=O | 3.0%
NNc1ncnc2sc3c(c12)CCN(Cc1ccccc1)C3 | 12.0%
Following part.
SMILES | RNase H inhibition
Cn1c(=O)cc(NCCc2ccccc2)[nH]c1=O | 11.0%
O=C(Oc1ccccc1C(=S)N1CCOCC1)c1cccc2ccccc12 | 0.0%
COc1ccc(C2CC(c3ccc(Cl)cc3)=NN2c2nc(-c3ccc(C)cc3)cs2)cc1OC (stereo not drawn) | 3.0%
CC(C)C(=O)NNC1=CC(=O)CC(C)(C)C1 | 5.0%
COc1ccccc1C(=O)Nc1ccc2c(c1)C(=O)c1ccccc1C2=O | 39.0%
COc1cc(-c2nc3ccccn3c2/N=C/c2cccc([N+](=O)[O-])c2)ccc1O | 17.0%
COc1ccc(-c2[nH]ncc2/C=N/NC(=O)c2ccc(Br)cc2)c(OC)c1 | 16.0%
COC(C)(C)CCCC(C)COC(C)=O (stereo not drawn) | 5.0%
COc1cccc(C(=O)N2N=C(c3cccc(Br)c3)CC2(O)C(F)(F)F)c1 (stereo not drawn) | 27.0%
CCOC(=O)c1ccc(NC(=O)CCN2C(=O)/C(=C\c3ccccc3OC)SC2=S)cc1 | 0.0%
CCC(CC)C(=O)Nc1ccc(OC)cc1[N+](=O)[O-] | 12.0%
COc1cc(C(=O)N2CCN(C(=O)COc3ccc(Cl)cc3)CC2)cc(OC)c1OC | 3.0%
Cc1ccccc1NC(=O)Nc1nnc(C(c2ccccc2)c2ccccc2)s1 | 26.0%
Cc1sc(NC(=O)COc2ccccc2)nc1-c1ccccc1 | 8.0%
C#CCOc1ccc(/C=C2\C(=O)NC(=O)N(c3ccc(Cl)cc3)C2=O)cc1OCC | 0.0%
CSc1ccc(C2C(C#N)=C(N)OC3=C2C(=O)CC(c2ccccc2)C3)cc1 (stereo not drawn) | 7.0%
Cc1cc2ncn(CC(O)COc3ccccc3Cl)c2cc1C (stereo not drawn) | 11.0%
CCCCOC(=O)c1cccc(NC(=O)C(C)Oc2ccc(OC)cc2)c1 (stereo not drawn) | 15.0%
CC1=C(C(=O)OCC(C)C)C(c2ccccc2[N+](=O)[O-])NC(=O)N1C (stereo not drawn) | 10.0%
Cc1cc(C)n(CNc2ccc(I)cc2)n1 | 30.0%
COc1ccc(C(=O)N2CCN(C(=O)CC(C)C)CC2)cc1OC | 2.0%
CCOc1ccc2cc(S(=O)(=O)N3CCCCC3C)ccc2c1 (stereo not drawn) | 9.0%
Clc1ccc(CN2C3=NCCCN3c3ccccc32)cc1 | 7.0%
S=C(c1ccccc1)N(c1ccccc1)N(C(=S)c1ccccc1)c1ccccc1 | 10.0%
Cc1cccc(C(=O)NC(=S)Nc2ccc3oc(-c4ccccc4Br)nc3c2)c1 | 13.0%
O=C(NC(=S)Nc1cc(Cl)c(Cl)cc1Cl)c1ccc(F)cc1 | 13.0%
COc1ccc(-c2cc(=O)n3[nH]c(-c4ccc(C)cc4)cc3n2)cc1 | 0.0%
NNC(=O)CCN1C(=O)C2CC=C(Cl)CC2C1=O (stereo not drawn) | 11.0%
COc1ccc(-n2c(Cc3ccccc3)n[nH]c2=S)c(OC)c1 | 15.0%
O=C(COc1ccc(Cl)cc1Cl)OCc1ccccc1 | 27.0%
Cc1ccc(N(CC(O)CN2CCCCC2)S(=O)(=O)c2ccc(C)cc2)cc1 (stereo not drawn) | 0.0%
Cc1ccc(S(=O)(=O)/N=C2/NC(=O)/C(=C/c3cc([N+](=O)[O-])ccc3O)S2)cc1 | 10.0%
CCOc1cccc(OCCOc2ccc(Cl)cc2Cl)c1 | 26.0%
CCOC(=O)C1=C(C)N=c2s/c(=C\c3ccc(-c4ccc(Cl)cc4[N+](=O)[O-])o3)c(=O)n2C1c1ccc2c(c1)OCO2 (stereo not drawn) | 8.0%
Cc1ccc2nc(-c3cc(NC(=S)NC(=O)c4cccc(F)c4)ccc3Cl)oc2c1 | 51.0%*
Cc1cccc(N2C(=O)C3C4CC5C6(C)CCCC(C)(C(=O)O)C6CCC5(C=C4C(C)C)C3C2=O)c1 (stereo not drawn) | 14.0%
CCOC(=O)c1c(NC(=O)CN2CCCCC2)sc2c1CCCCC2 | 8.0%
O=C1NC(=S)S/C1=C/c1cc(Br)ccc1OCc1ccccc1Cl | 33.0%
C=CCn1c2ccccc2c2nnc(SCN3C(=O)c4ccccc4C3=O)nc21 | 21.0%
C/C(=N\NC(=O)c1ccc(C(C)(C)C)cc1)c1ccc(C)cc1C | 9.0%
COC(=O)C(NC(=O)c1cccc(Cl)c1)C12CC3CC(CC(C3)C1)C2 (stereo not drawn) | 17.0%
O=C(N=Nc1c(O)[nH]c2ccccc12)C12CC3CC(CC(C3)C1)C2 | 5.0%
COc1cc(OC)c(OC)cc1CN1CCN(Cc2cccc(Br)c2)CC1 | 5.0%
CCN(CC)CCOc1ccccc1Cl | 7.0%
CN(C)c1ccc(/C=N/Nc2nc(-c3cc4ccccc4oc3=O)cs2)cc1 | 11.0%
CNc1nc2nonc2nc1Nc1ccc(C)c(C)c1 | 0.0%
Cc1ccc(NC(=O)CSC(N)=O)cc1C | 6.0%
O=C(COc1ccc(Br)cc1)Nc1ccc2nn(-c3ccc(F)cc3)nc2c1 | 12.0%
COc1ccc(CN2CCN(Cc3ccccn3)CC2)cc1 | 0.0%
COc1cc(C(=O)Nc2cccc([N+](=O)[O-])c2)ccc1OCc1ccc(Cl)cc1 | 31.0%
N#C/C(=C\c1ccc(Oc2ccc(C(F)(F)F)cc2[N+](=O)[O-])cc1)C(=O)Nc1ccc(F)cc1 | 12.0%
CC1=C(C(=O)Nc2cccc(C(F)(F)F)c2)C(c2ccc3c(c2)OCO3)C2=C(CCCC2=O)N1 (stereo not drawn) | 5.0%
COc1cccc(C(=O)Nc2cc(Cl)ccc2C)c1 | 2.0%
Cc1ccc(N(CC(=O)NC(C)C)S(C)(=O)=O)cc1Cl | 3.0%
CCCOC(=O)C1=C(C)NC2=C(C(=O)CC(c3ccc(OC)cc3)C2)C1c1cc(Br)c(O)c(OCC)c1 (stereo not drawn) | 26.0%
CCCc1cc(=O)n2[nH]c(-c3cccc(F)c3)cc2n1 | 0.0%
COc1ccc(OC)c(N(CC(=O)Nc2cccc(Cl)c2)S(=O)(=O)c2ccc(OC)c(OC)c2)c1 | 16.0%
Cc1ccccc1NC(=O)c1cccc(N2C(=O)c3ccc(C(=O)O)cc3C2=O)c1 | 0.0%
COC(=O)CSc1nc2ccccc2c(=O)n1-c1ccccc1 | 6.0%
O=C(COc1ccccc1)NCc1ccccn1 | 3.0%

6 entries from above, as a markdown table.
| canonical_smiles | RNase H inhibition |
| --- | --- |
| C#CCOc1ccc(/C=C2\C(=O)NC(=O)N(c3ccc(Cl)cc3)C2=O)cc1OCC | 0.0% |
| CSc1ccc(C2C(C#N)=C(N)OC3=C2C(=O)CC(c2ccccc2)C3)cc1 (stereo not drawn) | 7.0% |
| Cc1cc2ncn(CC(O)COc3ccccc3Cl)c2cc1C (stereo not drawn) | 11.0% |
| CCCCOC(=O)c1cccc(NC(=O)C(C)Oc2ccc(OC)cc2)c1 (stereo not drawn) | 15.0% |
| CC1=C(C(=O)OCC(C)C)C(c2ccccc2[N+](=O)[O-])NC(=O)N1C (stereo not drawn) | 10.0% |
| Cc1cc(C)n(CNc2ccc(I)cc2)n1 | 30.0% |

Later entries:
SMILES | RNase H inhibition
O=S(=O)(c1ccc(Cl)cc1Br)N1CCOCC1 | 1.0%
CCOc1ccc(/C=N/NC(=S)Nc2ccc(C)cc2)cc1 | 0.0%
O=C(Oc1ccc(C=Nc2ccc3ccccc3c2)cc1)c1sc2ccccc2c1Cl | 16.0%
Cc1nc([N+](=O)[O-])nn1C12CC3CC(CC(Br)(C3)C1)C2 | 11.0%
COc1ccc(C2Nc3ccc(C(=O)c4ccccc4)cc3NC3=C2C(=O)CCC3)c(OC)c1 (stereo not drawn) | 20.0%

Part of the list above in order of length of the SMILES, ascending.
SMILES | RNase H inhibition
O=C(COc1ccccc1)NCc1ccccn1 | 3.0%
CCOc1ccc(/C=N/NC(=S)Nc2ccc(C)cc2)cc1 | 0.0%
CCCc1cc(=O)n2[nH]c(-c3cccc(F)c3)cc2n1 | 0.0%
Cc1nc([N+](=O)[O-])nn1C12CC3CC(CC(Br)(C3)C1)C2 | 11.0%
O=C(Oc1ccc(C=Nc2ccc3ccccc3c2)cc1)c1sc2ccccc2c1Cl | 16.0%
Cc1ccccc1NC(=O)c1cccc(N2C(=O)c3ccc(C(=O)O)cc3C2=O)c1 | 0.0%
COc1ccc(OC)c(N(CC(=O)Nc2cccc(Cl)c2)S(=O)(=O)c2ccc(OC)c(OC)c2)c1 | 16.0%

Bioassay records as filed in PubChem.
